GAA inhib: blocks human lysosomal alpha-glucosidase; P10253; Potency, µM (titrated, usually from 76.9 µM), inactives show at the top dose activity change, negative = inhibition, most hits filed as inhibitors; purified human GAA, 4-MU-alpha-glucoside fluorescence; AID 1466; 200,000 tested, 0.005% active;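 note: plate controls were uninhibited enzyme wells for no effect and no-enzyme background for full effect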
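Activity normalized between no-enzyme (basal) and enzyme-only wells. Conditions: 4 nM human enzyme, 400 uM fluorogenic substrate, citrate/phosphate pH 5.0 with Tween-20, 20 min room temperature, compounds up to 77 uM.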
Tau fluor counter: counter-screen for tau fibril formation inhibitors; tau K18 P301L (four-repeat tau fragment) Alexa594 fluorescence, heparin fibrillization; Potency, µM (highest dose often 57.7 µM), inactives show at the top dose activity change, negative = decrease; 280,000 tested, 0.93% active; AID 1463; note: % is set by controls: 0 for no effect and ±100 for the full control effect; nearly all actives have a fitted effect of over 55% in size
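Human K18 P301L tau (15 uM unlabeled plus 0.24 uM Alexa 594-labeled, final) in 100 mM sodium acetate pH 7 was mixed with compound and 20 uM heparin and incubated 6 hr at 37 C.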
GAA glycogen mod: GAA glycogen-cleavage inhibition or activation; P10253; recombinant GAA, glycogen substrate, Amplex Red glucose oxidase fluorescence; Potency, µM (top dose mostly 76.4 µM), without a hit: top-dose activity change, negative = inhibition, hits mostly inhibitors; 300,000 tested, 0.38% active;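 note: 0% = full enzyme reaction and -100% = no-enzyme basal signal; the screen sought inhibitors and activators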
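Recombinant human alpha-glucosidase (4 nM final) hydrolysed bovine liver glycogen (30 ug) for 40 min at 37 C in pH 5.0 citrate/phosphate with 0.01% Tween-20. Released glucose detected by glucose oxidase/Amplex Red, Ex 573/Em 610 nm. Compounds up to 77 uM; AC50 from Hill fits.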
GLA spleen mod: alpha-galactosidase A (human) modulation. P06280. human spleen homogenate, 4MU-alpha-Gal fluorescence, 40 min. Potency, µM (doses to about 80 µM), for inactives: at the top dose activity change, negative = inhibition, most hits filed as inhibitors. 240,000 tested, 0.008% active;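 note: 0% = enzyme with vehicle and -100% = no enzyme basal signal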
Target sequence (P06280 32-429 limits assumed): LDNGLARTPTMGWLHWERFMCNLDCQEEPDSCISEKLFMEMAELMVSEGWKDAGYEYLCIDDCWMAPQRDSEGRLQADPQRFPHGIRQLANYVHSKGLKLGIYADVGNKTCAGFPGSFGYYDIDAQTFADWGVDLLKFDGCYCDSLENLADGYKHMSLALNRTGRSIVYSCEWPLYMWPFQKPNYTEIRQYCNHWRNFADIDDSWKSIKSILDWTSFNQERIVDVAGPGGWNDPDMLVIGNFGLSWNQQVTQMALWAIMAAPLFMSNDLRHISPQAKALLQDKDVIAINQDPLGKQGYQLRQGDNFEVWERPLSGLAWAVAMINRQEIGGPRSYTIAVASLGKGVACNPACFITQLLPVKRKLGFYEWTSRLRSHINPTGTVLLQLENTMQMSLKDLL
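Spleen homogenate 1 ug + cpd (titration) + 4-MU-alpha-D-galactopyranoside 1 mM; 37C 40 min; 50 mM citrate/phosphate pH 5.0, 0.01% Tween-20; stop pH 10; fluorescence 365/440; AC50 via Hill.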
aGlu spleen mod: inhibitors or activators of human alpha-glucosidase in spleen homogenate. P10253. human spleen homogenate, 4-MU-alpha-glucoside fluorescence. Potency, µM (highest dose often 79.9 µM), inactives show at the top dose activity change, negative = inhibition, usual class: inhibitors. 240,000 tested, 0.006% active;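 note: 0% = enzyme with vehicle and -100% = no enzyme basal signal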
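Enzyme source: human spleen homogenate, 1 ug/well. Buffer 50 mM citric acid/K phosphate pH 5.0, 0.01% Tween-20. 4-MU-alpha-glucoside 1 mM; 37 C x 40 min; NaOH/glycine stop; fluorescence.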
Epigenetic derep: derepresses silenced GFP reporter in murine cells; murine LDR cells, GFP reporter derepression, 30 h; Potency, µM (series often up to 53.9 µM), for inactives: top-dose GFP activation, usual class: activators; 280,000 tested, 0.2% active; AID 1865; note: % of control where 0% means no effect; nearly all actives have a fitted effect of over 60% in size
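Readout is the number of GFP-expressing murine LDR cells, counted by cytometry following washing. Cells were treated with compound for 30 h at 37 C; the stably integrated CMV-GFP locus is normally silent.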
ALDH1A1 block: blocks purified human ALDH1A1 activity; P00352; Purified ALDH1A1, NADH fluorescence, propionaldehyde substrate; Potency, µM (highest dose often 75.3 µM), for inactives: at the top dose activity, negative = inhibition, actives largely listed as inhibitors; 220,000 tested, 7.3% active; AID 1030; active = well fitted inhibition curve with a large enough effect, not every such curve was filed as active; inconclusive = small, poorly fitted or top-dose-only effect, or another doubt; inactive = no such curve, though single readings can be large or run the other way;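 note: plate controls were no enzyme wells and a reference inhibitor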
NPSR antag: neuropeptide S receptor (human) antagonism, cAMP; Q6W5P4; CHO-NPSR cells, cAMP TR-FRET, antagonist mode; Potency, µM (titrated, usually from 38.3 µM), inactives show at the top dose activity change, negative = inhibition, most hits filed as inhibitors; 220,000 tested, 1% active; AID 1461; note: % is set by controls: 0 for no effect and ±100 for the full control effect; nearly all actives have a fitted effect of over 50% in size; many of its hits are not listed in these tables
Target sequence (Q6W5P4 whole entry, looked up): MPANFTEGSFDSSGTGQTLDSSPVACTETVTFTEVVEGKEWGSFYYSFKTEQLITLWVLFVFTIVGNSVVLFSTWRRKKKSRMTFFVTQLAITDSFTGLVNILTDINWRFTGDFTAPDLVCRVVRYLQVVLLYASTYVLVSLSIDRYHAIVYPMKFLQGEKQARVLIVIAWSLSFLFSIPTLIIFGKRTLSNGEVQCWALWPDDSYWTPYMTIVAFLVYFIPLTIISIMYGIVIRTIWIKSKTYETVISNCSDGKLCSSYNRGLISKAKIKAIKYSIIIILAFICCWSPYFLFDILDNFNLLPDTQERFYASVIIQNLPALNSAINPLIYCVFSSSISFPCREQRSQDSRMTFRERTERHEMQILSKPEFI
Numbers without * were called inactive; ? = inconclusive; / = not tested or not shown; & = joins results of further samples; [ ] = another dose, or the depositor's remark. Unless noted, calls come from the whole dose curve; as a rule, active = well fitted curve in the direction sought with a large enough effect; inconclusive = small, poorly fitted or top-dose-only effect, or another doubt; inactive = no such curve, though single readings can be large; an effect the other way counts as inactive or inconclusive. Potency is the fitted concentration of half-maximal effect. An excerpt; count on the stated rates, not on these rows.

Order of values – aGlu spleen mod, GAA glycogen mod, Epigenetic derep, Tau fluor counter, GLA spleen mod, ALDH1A1 block, GAA inhib, NPSR antag
- Cc1nnc2ccc(-c3cccc(NS(C)(=O)=O)c3)nn12
  -1.5%, 5.3%, 1.1%, 1.7%, -2.3%, -5.2%, -2.7%, 13.3%
- CC(C)c1ccccc1-n1c(SCc2cc(=O)oc3ccc4ccccc4c23)nnc1-c1cccnc1
  -2.2%, -0.1%, 1.1%, 5.9%, 5.0%, 6.2%, -0.9%, 10µM*
- CCOC(=O)Cn1c(=N)n(CCOc2ccc(F)cc2)c2ccccc21
  4.0%, 6.4%, 0.0%, 8.3%, 7.3%, /, /, -6.9%
- COc1ccc(CN2CCCCC2c2cccnc2)c(OC)c1C (configuration not stated)
  -2.3%, -0.3%, 2.9%, -3.0%, 0.5%, 5.9%, -9.5%, -7.5%[46.1 µM]
- COc1ccccc1NC(=O)c1ccc(NC(=O)CSc2nncn2C)cc1
  -2.6%, -2.7%, 0.0%, -10.8%, 8.7%, -0.7%, ?, 15.1%
- Nc1ccc(N=Nc2ccccc2)c(N)n1
  -4.7%, -13.7%, -1.1%, ?, -2.5%, 2.1%, -15.7%[15.4 µM], 28.5%
- CSC1=C(C#N)C(=O)NC(c2ccccc2O)S1 (configuration not stated)
  -1.6%, 3.2%, 0.0%, 10.1%, -0.3%, /, /, -8.8%
- Nc1ccccc1SSc1ccccc1N
  5.8%, -15.5%, 2.5%, ?, 8.5%, /, /, ?
- CC(=O)N1CCC(=NNc2ncc(C(F)(F)F)cc2Cl)CC1
  10.2%, ?, -0.1%, -8.0%, 5.9%, 15.8µM*, -5.8%, 11.1%
- CCc1cccc2c3c([nH]c12)C(CC)(CC(=O)O)OCC3 (configuration not stated)
  -14.6%&-1.1%&-0.2%, 1.5%, 1.1%&-1.2%&0.0%, -12.2%&-3.3%&-7.4%, 4.8%&19.0%&7.2%, -11.0%&-15.7%, -0.9%[15.4 µM], -10.6%
- Cc1c(/C=N/NC(=O)c2cccnc2)c2ccccn2c1C(=O)c1ccc(F)cc1
  -3.2%, -2.8%, 1.0%, ?, -1.1%, 1.3%, -5.8%, -11.2%
- COc1cc(/C=N/O)ccc1OCc1ccc([N+](=O)[O-])cc1
  -2.7%, 4.7%, 0.0%, -9.8%, -4.6%, 1.9%, 4.3%, -0.2%
- CC(C)(C)OC(=O)N1CC=C2C(C#N)=C(N)C(C#N)(C#N)[C@H](c3cccnc3)[C@H]2C1
  0.8%, -1.4%, -4.8%, -5.3%, 18.9%, ?, 7.2%, -2.8%[46.1 µM]
- COc1ccccc1N1C(=S)N=C(Nc2c(C)cccc2C)C12CCCC2
  6.2%, -3.3%, -4.8%, -12.8%, 1.3%, 3.3%, -23.7%[15.4 µM], 15.4%
- Cc1cc(OCC(=O)N2CCCCCC2)ccc1[N+](=O)[O-]
  -2.7%, 2.0%, 1.0%, -1.5%, 5.7%, -11.2%, 5.2%, 13.4%
- O=C(Nc1nnc(SCc2ccc(F)cc2)s1)C1CC(=O)N(Cc2ccccc2)C1 (configuration not stated)
  -5.4%, 4.5%, 0.0%, -6.7%, 1.4%, -0.9%, -2.9%, -1.2%
- CCOC(=O)c1c(C)noc1-c1ccc(Br)o1
  1.3%, 3.0%, 0.0%, -20.1%, -1.8%, ?, -10.6%, 18.4%
- Cc1nnc(SCC(=O)c2ccc([N+](=O)[O-])cc2)s1
  -0.8%, ?, 0.0%, -9.1%, 6.3%, ?, 4.3%, 5.0%
- CCN(CC)c1ccc(NC(=O)c2ccccc2Br)cc1S(=O)(=O)Nc1ccccc1OC
  14.5%, -3.0%, 1.0%, -28.1%, 0.6%, 1.58µM*, -2.7%, -9.6%
- CC1CCc2c(sc3nc(SCC(=O)O)n(-c4ccccc4)c(=O)c23)C1 (configuration not stated)
  -1.0%, 7.1%, -4.1%, 12.6%, -8.3%, /, /, 36.9%
- Nc1ccc(S(=O)(=O)N2CCCC2)cc1Cl
  0.8%, -9.5%, 2.0%, 1.5%, -0.9%, /, /, 4.7%
- O=C(NCC(O)CO)c1ccc2[nH]c3ccccc3c2c1 (configuration not stated)
  -8.8%, -9.8%, -2.0%, 7.3%, -4.8%, ?, 1.6%, 9.6%[46.1 µM]
- CCN1C(=O)[C@H]2[C@H]3[C@H](O)[C@H](O)C/C(=N/OC[C@@H](O)COCc4ccco4)[C@@H]3CC[C@@H]2C1=O
  1.2%&-1.1%[17.4 µM], /, 0.0%&0.8%[10.1 µM], 6.4%&2.8%[11.6 µM], -0.4%&-1.9%[17.5 µM], 4.9%&-7.4%[13.5 µM], /, /
- CCS(=O)(=O)c1nc2ccccc2n1CC(=O)N1CCOCC1
  -12.7%, 6.6%, -0.9%, -12.8%, -24.9%, 4.0%, 10.3%, -0.2%[46.1 µM]
- Nc1ncnc(Nc2cc(Cl)cc(Cl)c2)c1[N+](=O)[O-]
  3.0%, 11.1%, ?, 1.4%, -2.0%, 4.3%, 4.8%, -0.8%
- Cn1c(C(=O)N(Cc2ccccc2)Cc2ccccn2)cc2sccc21
  0.6%, 0.1%, 1.9%, -7.1%, 8.1%, ?, -7.8%, ?
- CCCCNc1nc(C)nc2c1nc(-c1ccccc1)n2CCCN1CCCCC1C (configuration not stated)
  -1.8%, /, 4.5%, 2.5%, 6.5%, ?, /, /
- CC(C)C[C@@H](CC(=O)N[C@@H](CCC(=O)O)CC(=O)O)NC(=O)[C@@H]1CCCC[C@H]1NC(=O)C[C@@H](NC(=O)C[C@H](Cc1c[nH]c2ccccc12)NC(=O)[C@@H]1CCCC[C@H]1N)C(C)C
  2.3%, /, -1.1%, -3.0%, -11.8%, ?, /, /
- CC(C)COc1ccc(C(=O)N2C(=O)c3ccc(N)cc3C2=O)cc1
  5.1%, 5.8%, -1.3%, 13.6%, 5.7%, ?, 3.9%, ?
- N/C(=N\OC(=O)Nc1ccc(Cl)c(Cl)c1)c1ncc(C(F)(F)F)cc1Cl
  -22.7%, -1.6%, -6.4%, ?, 14.0%, 25.1µM*, 0.1%, 2.9%[46.1 µM]
- CC(C)Oc1ccc2nnnn2n1
  -0.7%, 6.1%, -0.9%, -3.8%, 3.1%, 12.4%, -0.1%, -10.2%[46.1 µM]
- CC1(C)CNc2cc(N)ccc2S1
  /, ?, 3.3%, 14.1µM*[quencher], -6.5%, -0.9%, -10.0%, -14.4%
- Cc1ccccc1-n1nnnc1SCC(N)=O
  -1.8%, 11.8%, 3.0%, -4.2%, 7.3%, ?, -4.9%, -1.3%[46.1 µM]
- Cn1c(=O)[nH]c(=O)c2c1nc(Br)n2C/C=N/NC(N)=S
  -2.3%, -12.2%, -0.1%, 1.6%, -3.9%, /, /, 9.8%
- O=C(CN1C(=O)NC2(CCCC2)C1=O)N1CCN(C(=O)c2ccco2)CC1
  -8.4%, 6.7%, -0.4%, 10.8%, -8.4%, -8.1%, -5.9%, -2.7%[46.1 µM]
- N#CC(c1ccccc1O)N1N=C(c2ccccc2)CC1c1ccccc1 (configuration not stated)
  7.1%, ?, -0.9%, ?, 10.2%, /, /, ?
- CC(C)NS(=O)(=O)c1ccc(NC(=O)NC2CCCCC2)cc1
  -13.1%, -3.1%, 2.5%, 1.1%, 1.2%, 10.2%, -1.2%, 6.0%
- CCOC(=O)/C(CCC[N+](C)(CC)CC)=N\O
  7.4%, 3.4%, 1.0%, -4.8%, 5.7%, 2.9%, 1.7%, 8.5%
- Cc1cc(CNC(=O)CC2C(=O)NCCN2Cc2ccc(-c3ccccc3)cc2)nn1C (configuration not stated)
  4.0%, -3.1%, 1.0%, 1.9%, 9.7%, -6.7%, 8.0%, -7.8%
- CCOC(=O)C1=C(C)N(CC)C(=S)NC1c1ccc(Cl)cc1 (configuration not stated)
  -3.4%, 3.2%, 0.0%, -17.7%, -4.7%, ?, ?, -22.5%
- OCC1O[C@H](OC2C(CO)O[C@@](O)(CO)C2O)C(O)C(O)C1O (some centres not stated)
  -10.3%, /, -0.5%, -1.1%, 4.0%, 1.6%, /, /
- CCSc1nnc(NC(=O)C2CCCCC2C(=O)O)s1 (configuration not stated)
  -2.7%, -8.0%, -1.0%, -3.8%, 2.6%, -3.5%, -1.9%, 4.4%
- CCOc1ccccc1NC(=O)Cn1c(-c2ccc(Cl)cc2)noc1=O
  2.6%, 0.7%, 0.0%, 0.7%, -0.5%, /, /, -1.8%
- Cc1c(NC(=S)NC(=O)c2ccco2)cccc1-c1nc2ncccc2o1
  -1.2%, -6.9%, 2.1%, -2.0%, 0.7%, ?, -11.2%, -23.8%
- Cc1sc2ncnc(N=Nc3c(O)[nH]c4ccccc34)c2c1C
  -17.4%, 1.0%, ?, 2.9%, 8.5%, ?, 1.2%, 3.1%
- CC(C)=CC(=O)Nc1nnc(-c2cccnc2)s1
  -0.6%, -3.1%, -6.8%, -3.7%, 2.7%, ?, -2.5%, -12.4%[7.67 µM]
- Cc1ccc(C(=O)NC(=S)NCC2CCCO2)cc1[N+](=O)[O-] (configuration not stated)
  -17.7%, -20.9%, -0.3%, -5.4%, 1.5%, 14.1µM*, 11.6%, 1.7%
- COc1ccc(C2CC(c3ccccc3)=NN2C(=O)COC(=O)COc2ccccc2)cc1 (configuration not stated)
  -11.7%, -10.3%, 1.1%, -16.8%, 4.8%, -9.9%, -0.2%, 7.5%
- O=C(CCc1nnc(COc2ccccc2)o1)NC1(c2ccccc2)CC1
  1.3%, 7.2%, 1.0%, 6.7%, 0.0%, 4.6%, -7.5%, 3.8%
- OCC(C#CCN1CCCCC1)NCc1ccccc1 (configuration not stated)
  -2.6%, 0.1%, -0.7%, 4.0%, 3.6%, 3.6%, 0.6%, 2.2%[46.1 µM]
- Cc1cc(C)cc(N(CCC#N)C(=O)CSC2=Nc3ccccc3C3CC=NN23)c1 (configuration not stated)
  5.3%, 4.5%, -1.4%, -17.4%, -0.7%, -1.0%, -0.2%, -24.4%
- CSc1nc(C)cc(-n2ccc(=O)[nH]c2=O)n1
  -4.0%, -5.1%, -0.2%, 0.0%, -4.2%, -4.7%, 4.7%, 9.5%[46.1 µM]

Just aGlu spleen mod and GAA inhib, for some of the entries so far:
compound | aGlu spleen mod | GAA inhib
CCSc1nnc(NC(=O)C2CCCCC2C(=O)O)s1 (configuration not stated) | -2.7% | -1.9%
CCOc1ccccc1NC(=O)Cn1c(-c2ccc(Cl)cc2)noc1=O | 2.6% | /
